# GLP-1R inv ag – GLP-1 receptor (human) inverse agonism; hit rate 1.6% among 410,000; Potency, µM (titrated, usually from 38.3 µM), inactives show at the top dose activity change, negative = inhibition, actives largely listed as inhibitors; HEK293 GLP-1R CRE-luciferase, luminescence, 24 h; GLP-1R form is constitutively active; AID 624417; further: on the % scale 0 is the no-effect control and ±100 the full control effect; nearly all actives have a fitted effect of over 55% in size
# Target sequence (P43220 whole entry, looked up): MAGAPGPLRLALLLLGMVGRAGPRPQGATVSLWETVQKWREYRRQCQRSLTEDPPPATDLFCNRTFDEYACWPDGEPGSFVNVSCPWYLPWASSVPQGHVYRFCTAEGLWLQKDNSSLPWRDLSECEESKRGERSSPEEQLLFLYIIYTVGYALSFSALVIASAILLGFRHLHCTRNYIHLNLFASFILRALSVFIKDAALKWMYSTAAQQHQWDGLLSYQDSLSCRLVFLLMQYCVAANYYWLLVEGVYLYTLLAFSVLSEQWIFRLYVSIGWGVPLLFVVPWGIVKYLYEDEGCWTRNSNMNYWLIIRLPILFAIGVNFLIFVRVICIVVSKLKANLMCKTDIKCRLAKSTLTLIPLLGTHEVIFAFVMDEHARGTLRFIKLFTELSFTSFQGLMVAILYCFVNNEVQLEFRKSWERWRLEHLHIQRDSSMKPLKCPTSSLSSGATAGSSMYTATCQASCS
#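 Using stably transfected HEK293 (constitutively active GLP-1R, cAMP-luciferase reporter), compounds were incubated 24 hr and luciferase measured by luminescence.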
# HT1080-NT tox – kills 2HG-producing HT-1080-NT fibrosarcoma cells. HT-1080-NT fibrosarcoma viability, CellTiter-Glo ATP luminescence, 48 h. Potency, µM (titrated, usually from 46.1 µM), for the others: at the top dose activity, negative = less viability, actives largely listed as cytotoxic. hit rate 1.6% among 360,000;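 further: NT is the 2HG producing partner of a matched IDH1 knockdown line; 0% = DMSO-treated cells and -100% = media-only wells without cells; nearly all actives have a fitted effect of over 55% in size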
#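 Fibrosarcoma NT cells, 750 per well in 5% FBS RPMI, were exposed to compound for 48 hours. Viability: CellTiter-Glo luminescence.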
# GLP1R cytotox – cytotoxicity counter-screen for GLP-1 receptor inverse agonists. HEK293 cAMP-luciferase reporter cells, luminescence, 24 h. Potency, µM (series often up to 38.3 µM), inactives show at the highest dose activity change, negative = inhibition, most hits filed as inhibitors. hit rate 0.13% among 410,000;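 further: loss of luciferase light is scored as toxicity; on the % scale 0 is the no-effect control and ±100 the full control effect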
#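 MLSMR compounds, 24 hr on cells at 37 deg C/5% CO2; luminescence after luciferase reagent (12 min RT). Inhibition counted as the undesired cytotoxic outcome.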
# KB-3-1 cytotox – KB-3-1 parental cell cytotoxicity | Potency, µM (doses to about 46.1 µM), for the others: top-dose activity change, negative = cytotoxic, usual class: cytotoxic | KB-3-1 viability, CellTiter-Glo ATP luminescence, 72 h | hit rate 1.4% among 400,000; further: on the % scale 0 is the no-effect control and ±100 the full control effect; nearly all actives have a fitted effect of over 60% in size
#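 Using CellTiter-Glo luminescence, growth of non-resistant KB-3-1 adenocarcinoma cells is assessed 72 h after pin-tool compound addition at 37 °C. Normalized responses across the concentration series yield fitted curves.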
# TDP43 rescue – TDP-43 toxicity inhibition in yeast; hit rate 1.8% among 410,000; Potency, µM (doses to about 46.1 µM), without a hit: at the highest dose growth rescue (activation), most hits filed as activators; TDP-43 expressing yeast growth rescue, BacTiter-Glo, 24 h; further: % of control where 0% means no effect; nearly all actives have a fitted effect of over 50% in size
#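 Yeast cells expressing TDP-43 under galactose induction are exposed to compounds for 24 hr at 30 deg C. BacTiter-Glo luminescence measures growth, so protective compounds score as activators.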
# GLP-1R agonist – GLP-1 receptor (human) agonism; P43220; HEK293 GLP-1R CRE-luciferase, luminescence, 4-6 h; cells express a hypersensitive GLP-1R form; Potency, µM (doses to about 45.6 µM), for inactives: top-dose activation, usual class: activators; hit rate 0.007% among 380,000; further: % of control where 0% means no effect
# HT1080 IDH1KD tx – kills HT-1080 cells with IDH1 knockdown; hit rate 2% among 360,000; AID 686971; Potency, µM (highest dose often 46.1 µM), for the others: top-dose activity, negative = toxicity, hits mostly cytotoxic; HT-1080 IDH1 knockdown viability, ATP luminescence, 48 h;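 further: 0% = DMSO wells and -100% = cell-free medium wells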
#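 CellTiter-Glo luminescence after 48 h compound exposure at 37 degrees C of IDH1-knockdown HT-1080 cells in 5% FBS RPMI. %Activity scaled between DMSO wells and cell-free media wells, with curves fitted and assigned curve classes.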
# SW480 rereplic – induces DNA re-replication in SW480 colon adenocarcinoma cells | hit rate 1.8% among 340,000 | SW480 DNA re-replication, Hoechst DNA content imaging, 48 h | Potency, µM (titrated, usually from 46.1 µM), for inactives: at the highest dose re-replication activation, usual class: activators | AID 624297; further: % of control where 0% means no effect; nearly all actives have a fitted effect of over 55% in size
#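 DNA re-replication was detected as more nuclei of elevated Hoechst intensity after 48 hr exposure to compound (23 nL pinned per well of 250 cells).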
# KB-V1 MDR tox – kills drug-selected multidrug resistant KB-V1 cells | KB-V1 MDR cells viability, CellTiter-Glo, 72 h | Potency, µM (titrated, usually from 46.1 µM), for inactives: at the highest dose activity change, negative = cytotoxicity, actives largely listed as cytotoxic | hit rate 3.4% among 400,000 | AID 1347076; further: on the % scale 0 is the no-effect control and ±100 the full control effect; nearly all actives have a fitted effect of over 60% in size
#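 Cells of the MDR subline KB-V1 are plated, dosed with compound at multiple concentrations, and incubated 72 h at 37 degrees C; CellTiter-Glo is then added and luminescence read after 10 min.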
# * marks the source's active call; other numbers are inactive results; ? = inconclusive; . = not tested or not shown; & = joins results of further samples; [ ] = remark or other dose. The call rests on the fitted dose curve; in most records, active means well fitted curve in the direction sought with a large enough effect; inconclusive means small, poorly fitted or top-dose-only effect, or another doubt; inactive means no such curve, though single readings can be large; an effect the other way counts as inactive or inconclusive. Potency means the concentration at half of the fitted maximal effect.
SMILES,GLP-1R inv ag,HT1080-NT tox,GLP1R cytotox,KB-3-1 cytotox,TDP43 rescue,GLP-1R agonist,HT1080 IDH1KD tx,SW480 rereplic,KB-V1 MDR tox
COc1ccc(CN2C(=NC(=O)C3CCCCC3)SC3CS(=O)(=O)CC32)cc1 (configuration not stated),23%,20%,3%,-7%,-2%,-3%,-5%,-9%,9%
S=C1NC[C@H](CC2CCCCC2)N1CC1CCCCC1,4.5µM*,?,5.6µM*,-28%,?,1%,?,-5%,-24%
Cc1ccc(C(=O)Nc2cccc(C(=O)N3CCOCC3)c2)cc1Cl,4%,6%,-8%,.,26%,-3%,2%,-1%,.
CC(=O)NC(c1ccccc1)c1nc(-c2cccc(CO)c2)cs1 (configuration not stated),-14%,-2%,1%,0%,?,6%,?,.,9%
COC(=O)C1=C(C)NC(=O)NC1c1ccco1 (configuration not stated),-12%,14%,-12%,14%,-7%,3%,9%,-1%,27%
O=C(CCN1CCCCO1)N1CCCC(Nc2ccc(F)c(F)c2)C1 (configuration not stated),-12%,1%,-4%,10%,7%,-7%,1%,-1%,-28%
N#Cc1c(C(F)(F)F)cc(C2CC2)[nH]c1=O,-11%,3%,?,-5%,18%,0%,-4%,-9%,-17%
CC1CCCN(C(=O)c2ccc(COc3ccccc3Br)cc2)C1 (configuration not stated),?,-24%,-17%,?,11%,5%,-4%[9.24 µM],-1%,?
COc1cc(CC(=O)Nc2ccc3c(c2)CCC3)cc(OC)c1OC,-15%,-1%,-19%,?,6%,2%,-18%,1%,?
Cc1ccc(NC(=O)C2CCCN2S(=O)(=O)c2ccc3c(c2)n(C)c(=O)c(=O)n3C)cc1 (configuration not stated),32%&4%[activator],3%,3%&6%,2%&1%,0%&-8%,10%,5%,16%,0%&15%
COc1ccccc1Cn1cc(C(=O)c2ccc(C)cc2)c(=O)c2cc(F)cc(F)c21,5%,.,3%,5%,12%,.,.,.,5%
CN(C)c1ccc(-c2nn3c(C4CCCCC4)nnc3s2)cc1,0%,20%,4%,11%,24%,6%,4%,-1%,0%
OCCOCCn1c(C(CO)Nc2nc(-c3ccc(F)cc3)cs2)nc2ccccc21 (configuration not stated),10%,4%,11%,0%,-1%,7%,-9%,1%,-4%
Cc1ccc(NC(=O)CCC(=O)NNC(=O)C(c2ccccc2)c2ccccc2)c(C)c1,-7%,-4%,6%,-4%,-26%,3%,-10%,5%,-12%
O=C(Nc1ccc(N2CCCC2)c(Cl)c1)c1ccccc1F,?,-6%,-23%,0%,10%,6%,-5%,.,-2%
CCc1ccc(-c2nc(CN3CCC(C(=O)N4CCN(c5ccccc5)CC4)CC3)c(C)o2)cc1,?,-13%,-6%,-14%,22%,1%,-16%,?,8.2µM*
Cc1cc(N(C)C)c(C#N)c(NCc2ccccc2)n1,23%,-7%,3%,15%,12%,19%,-8%,-1%,3%
COc1ccc(NCc2cc3ccc(OC)cc3n(CC(=O)Nc3ccc(C)c(C)c3)c2=O)cc1,5%,.,-8%,-3%,0%,4%,.,.,-21%
Cc1csc(OCc2ccc(C#N)cc2)n1,0%,1%,1%,1%,17%,-10%,2%,-5%,-25%
COc1ccc(Cl)cc1NC(=O)C(C)NC(c1ccccc1)c1ccccc1 (configuration not stated),?,-2%,12%,-4%,16%,-2%,-7%,.,?
COc1ccccc1-c1nnc(SCC(=O)Nc2ccccc2)o1,9%,0%,-6%,9%,8%,-1%,1%,0%,7%
O=C(CSc1nc2ccccc2nc1N1CCOCC1)N1CCN(c2ccccc2)CC1,?,-27%,2%,?,8%,8%,-10%,-5%,-4%
Cc1cc(=O)[nH]c(N/N=C/c2ccccc2Cl)n1,7%,10%,-3%,1%,10%,-6%,0%,11%,1%
CCCc1nn(C(=O)c2ccccc2)c2c1C(=O)CC(C)(C)C2,-1%,2%,-16%,-15%,-13%,-6%,-1%,5%,12%
COC(=O)c1cc(=O)nc2sc(-c3cccs3)nn12,-5%,-2%[9.24 µM],5%,10%,4%,-16%,-7%,-4%,22%

# 2 compounds picked at random from the list so far, as already listed:
SMILES,GLP-1R inv ag,HT1080-NT tox,GLP1R cytotox,KB-3-1 cytotox,TDP43 rescue,GLP-1R agonist,HT1080 IDH1KD tx,SW480 rereplic,KB-V1 MDR tox
O=C(Nc1ccc(N2CCCC2)c(Cl)c1)c1ccccc1F,?,-6%,-23%,0%,10%,6%,-5%,.,-2%
COc1ccccc1-c1nnc(SCC(=O)Nc2ccccc2)o1,9%,0%,-6%,9%,8%,-1%,1%,0%,7%

# Returning to the listing, starting 7 compounds before the break.
SMILES,GLP-1R inv ag,HT1080-NT tox,GLP1R cytotox,KB-3-1 cytotox,TDP43 rescue,GLP-1R agonist,HT1080 IDH1KD tx,SW480 rereplic,KB-V1 MDR tox
Cc1csc(OCc2ccc(C#N)cc2)n1,0%,1%,1%,1%,17%,-10%,2%,-5%,-25%
COc1ccc(Cl)cc1NC(=O)C(C)NC(c1ccccc1)c1ccccc1 (configuration not stated),?,-2%,12%,-4%,16%,-2%,-7%,.,?
COc1ccccc1-c1nnc(SCC(=O)Nc2ccccc2)o1,9%,0%,-6%,9%,8%,-1%,1%,0%,7%
O=C(CSc1nc2ccccc2nc1N1CCOCC1)N1CCN(c2ccccc2)CC1,?,-27%,2%,?,8%,8%,-10%,-5%,-4%
Cc1cc(=O)[nH]c(N/N=C/c2ccccc2Cl)n1,7%,10%,-3%,1%,10%,-6%,0%,11%,1%
CCCc1nn(C(=O)c2ccccc2)c2c1C(=O)CC(C)(C)C2,-1%,2%,-16%,-15%,-13%,-6%,-1%,5%,12%
COC(=O)c1cc(=O)nc2sc(-c3cccs3)nn12,-5%,-2%[9.24 µM],5%,10%,4%,-16%,-7%,-4%,22%
COc1ccc(-c2noc(CN(C)C(=O)c3ccoc3C)n2)cc1,-1%,-13%,-7%,-24%,15%,15%,-1%,-4%,?
CC(C)(C)C(=O)Nc1ccc(C(=O)NCc2cccnc2)cc1,2%,16%,-2%,7%,3%,-4%,12%,-8%,11%
CCCOc1ccc(CN(C)c2ncnc(N)n2)cc1,-19%,-7%,-15%,-19%,18%,3%,-20%,4%,?
COc1ccccc1NC(=O)CSc1nnc(-c2ccoc2C)o1,10%,-23%,-10%,12µM*,?,-2%,-3%,-13%,?
CC(=O)c1ccc(NC(=O)C(C)OC(=O)C2CC(=O)N(c3ccc4c(c3)OCCO4)C2)cc1 (configuration not stated),17%,-1%,-2%,.,-3%,0%,-3%,-1%,.
COc1cc(OC)cc(-c2cc3ccccc3c(=O)o2)c1,38%[activator],-9%,-11%,-8%,23%,26%,-1%,-59%[inhibitor][9.22 µM],-1%
O=C(NCc1ccc(OC(F)(F)F)cc1)C12CN(Cc3ccccc3)CC1C(c1cccc([N+](=O)[O-])c1)=NO2 (configuration not stated),?,-1%,2%,0%,-2%,5%,3%,-1%,-24%
Cc1ccc(S(=O)(=O)Nc2cc(C)c(O)c(S(=O)(=O)c3ccc(C)cc3)c2)cc1,0%,-2%,-4%,10%,7%,-1%,-2%,-1%,5%
CCn1c(=O)c2cc(C(=O)Nc3cc(C)c(Cl)cc3OC)sc2c2ccccc21,6%,.,0%,9%,-1%,0%,.,.,21%
CNS(=O)(=O)c1cccc(C(=O)OCCCOC(=O)c2cccc(S(=O)(=O)NC)c2)c1,2%,-3%,7%,6%,18%,3%,-2%,0%,-4%
COc1ccc(OC)c(N/C(C)=C/C(=O)c2ccc(C)o2)c1,0%,-3%,5%,7%,8%,-7%,1%,-1%,0%
O=C(C[n+]1cc(-c2ccccc2)n2c1CCCCC2)c1ccc(Br)cc1,-20%,-17%,12%,?,11%,1%,-4%,-8%,-12%
COc1cc2c(c(OC)c1OC)C(c1ccc(C)cc1)CC(=O)O2 (configuration not stated),12%,0%,2%,0%,8%,4%,-2%,0%,8%
COC(=O)COc1c(Cl)cc(Cl)c2ccc(C)nc12,-3%,3%,-3%,2%,18%,-4%,16%,-30%,-19%
O=C1CC(N2CCN(c3ccccc3)CC2)C(=O)N1Cc1ccc(Cl)cc1 (configuration not stated),?,-2%,19%,-1%,11%,1%,1%,-31%[inhibitor],-28%
CCOC(=O)c1ccc(NC(=O)c2cc(F)c(F)cc2Cl)cc1,?,-20%,2%,-4%,?,13%,-14%,-33%[inhibitor],?
CC(C)(C)N1C(=O)c2ccc(C(=O)NCc3ccco3)cc2C1=O,-18%,2%,-5%,-4%,9%,1%,-2%,-2%,22%
CCOC(=O)Cc1nnc2c(Nc3ccccc3F)nc3nonc3n12,?,?,-24%,?,-9%,-18%,?,-3%[9.22 µM],-29%
COc1ccc(O)c(CN2CCC(n3nccc3NC(=O)C3CCCC3)CC2)c1,-33%,4%,-27%,.,-17%,5%,3%,?,.

# Assay outcomes (PubChem)
